Screening data: PubChem, several laboratories
CYP2C9 act: activators of human CYP2C9; P11712; recombinant CYP2C9, luciferin-H conversion, luminescence; stronger effect = higher value; factor 1 = untreated enzyme, 0 = blocked; activation factor at 5 µM; 1.4% of 96,000 active; AID 1024;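 active = activation factor of 2 or more for CYP2C9 at a 5 µM dose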;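 note: 0 = sulfaphenazole-blocked wells and 1 = vehicle-only wells; values of inactives mirror those of a sister screen read the other way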
PLK1 PBD inh: blocks phosphopeptide binding to human Plk1 polo box domain; P53350; Plk1 PBD phosphopeptide binding, fluorescence polarization; inhibition, %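 (tested at about 20 µM)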; 0.13% of 97,000 active; in the data active = inhibition above about 34%, passing the limit was not always enough
Rev-RRE block: disrupts HIV-1 Rev binding to RRE RNA | P05866 | Rev peptide-RRE RNA binding, FRET | inhibition, % at 8 µM | 0.79% of 97,000 active;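 active = inhibition above the screen-wide mean plus 3 SD, cut at about 35% in these data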;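 note: 0% = median DMSO wells and 100% = median Neomycin B control wells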
Target sequence (P05866 whole entry, looked up): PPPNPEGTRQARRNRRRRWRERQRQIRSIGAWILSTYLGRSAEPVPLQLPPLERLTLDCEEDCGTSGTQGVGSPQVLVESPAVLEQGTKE
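Material: labelled RRE RNA duplex and labelled Rev peptide / Buffer or medium: HEPES pH 7.5 salt buffer with EDTA / Compound dosing: single point, 8 µM final nominal compound concentration / Benchmarks: DMSO low control, neomycin B high control / Timing: 5 min preincubation and 15 min binding, 25 °C / Technique: FRET fluorescence readout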
CYP2C9 inh: human CYP2C9 inhibition; AID 777; 20% of 96,000 active; CYP2C9 Supersomes, luciferin-H conversion, luminescence; inhibition, % at 5 µM; P11712;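 active = blocking of liver enzyme CYP2C9 beyond about 50% at 5 µM, limit read from the data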; note: values of inactives mirror those of a sister screen read the other way
PTPN22 act: activators of human LYP (PTPN22) phosphatase; Q9Y2R2; recombinant LYP, DiFMUP fluorescence; 0 = plate median, 100 = signal doubled; activation, % at 2 µM; 0.11% of 96,000 active;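 active = activation at 2 µM above a set limit, the mean plus 5 SD, cut at about 37% in these data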
PLK1 kinase inh: inhibitors of human PLK1 kinase; AID 619; 0.53% of 97,000 active; P53350; inhibition, % at 10 µM; recombinant PLK1 kinase, TR-FRET peptide phosphorylation;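 active = inhibition of 50% or more in the single-concentration screen; inactive = inhibition below 50%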;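 note: 0% = DMSO max control and 100% = H-89 dihydrochloride min control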
Candida biofilm: kills Candida albicans biofilms | 0.14% of 85,000 active | C. albicans biofilm + clotrimazole, Alamar Blue | inhibition, % at 6 µM | AID 834;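 active = inhibition above 20%; inactive = inhibition below 20%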;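 note: preformed 24 hr biofilms exposed to compound for 48 hr; 0% = biofilm without compound and 100% = blank killed by clotrimazole plus chlorhexidine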
PTPN22 inh 2: inhibitors of human LYP (PTPN22) phosphatase. inhibition, % at 2 µM. Q9Y2R2. 0.21% of 96,000 active. recombinant LYP catalytic domain, DiFMUP fluorescence;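 active = inhibition at 2 µM at or above a set limit, the screen mean plus 3 SD, cut at about 24% in these data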;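 note: 0% = DMSO with enzyme and 100% = enzyme fully blocked by orthovanadate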
EphB4 antag: blocks human EphB4 binding to ephrin-B2 | P54760 | EphB4 LBD / TNYL-RAW-Alexa532 peptide, fluorescence polarization | inhibition, % at 7 µM | 0.15% of 97,000 active;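 active = inhibition above the screen-wide mean inhibition plus 3 SD, cut at about 15% in these data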;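 note: 0% = DMSO wells and 100% = excess unlabeled TNYL-RAW peptide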
Target sequence (P54760 whole entry, looked up, the tested form may be a part): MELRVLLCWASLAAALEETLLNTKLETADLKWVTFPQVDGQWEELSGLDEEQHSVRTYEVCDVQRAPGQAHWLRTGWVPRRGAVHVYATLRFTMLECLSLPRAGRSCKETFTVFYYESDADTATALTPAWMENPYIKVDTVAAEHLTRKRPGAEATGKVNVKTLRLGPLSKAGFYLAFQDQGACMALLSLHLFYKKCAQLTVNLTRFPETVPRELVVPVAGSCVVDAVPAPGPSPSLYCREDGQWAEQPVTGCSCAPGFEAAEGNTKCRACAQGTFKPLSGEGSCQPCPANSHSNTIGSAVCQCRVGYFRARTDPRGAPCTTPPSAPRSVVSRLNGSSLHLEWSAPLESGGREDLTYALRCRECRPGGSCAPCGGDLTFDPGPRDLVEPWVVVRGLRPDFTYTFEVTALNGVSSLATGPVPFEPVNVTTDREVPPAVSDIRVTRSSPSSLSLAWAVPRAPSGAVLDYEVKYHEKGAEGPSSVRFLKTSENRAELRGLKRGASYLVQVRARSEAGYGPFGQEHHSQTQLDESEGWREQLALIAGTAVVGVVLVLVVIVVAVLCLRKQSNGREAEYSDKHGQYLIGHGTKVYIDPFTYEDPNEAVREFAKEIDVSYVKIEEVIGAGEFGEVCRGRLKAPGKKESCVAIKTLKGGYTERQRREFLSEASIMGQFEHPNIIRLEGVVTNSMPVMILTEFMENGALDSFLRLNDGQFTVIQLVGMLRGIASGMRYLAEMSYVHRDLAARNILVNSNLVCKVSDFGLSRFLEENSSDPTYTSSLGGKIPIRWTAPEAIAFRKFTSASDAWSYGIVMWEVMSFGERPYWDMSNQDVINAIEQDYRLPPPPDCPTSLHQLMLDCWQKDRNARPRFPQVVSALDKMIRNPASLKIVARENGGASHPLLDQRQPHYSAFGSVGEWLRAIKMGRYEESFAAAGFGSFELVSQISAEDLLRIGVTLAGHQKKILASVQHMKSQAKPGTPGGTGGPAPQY
An asterisk follows results filed as active.

Screening Clc1ncc(CN2CCN(Cc3ccccc3)CC2)s1 returned CYP2C9 act 0.9, PLK1 PBD inh -6, Rev-RRE block 2, CYP2C9 inh 8, PLK1 kinase inh -14 and EphB4 antag 4.
Screening COc1cc(OC)cc(C(=O)NC2CCSC2=O)c1 (stereo not drawn) returned CYP2C9 act 0.8, PLK1 PBD inh -12, Rev-RRE block 4, CYP2C9 inh 16, PTPN22 act 10, PLK1 kinase inh 1, Candida biofilm 11, PTPN22 inh 2 -8 and EphB4 antag -12.
For O=C(Nc1ccccn1)C1COc2ccccc2O1 (stereo not drawn) the results were PLK1 PBD inh 0, Rev-RRE block 3, PTPN22 act 5, PLK1 kinase inh -8, Candida biofilm 7, PTPN22 inh 2 -11 and EphB4 antag -3.
CS(=O)(=O)N(CC(=O)Nc1cc(Cl)ccc1Cl)c1ccccc1 was read as CYP2C9 act 0.4, PLK1 PBD inh 6, Rev-RRE block 9, CYP2C9 inh 65*, PTPN22 act -20, PLK1 kinase inh 2, Candida biofilm -3, PTPN22 inh 2 20 and EphB4 antag -7.
Screening COc1ccc(CCN2C(=O)c3ccncc3C2=O)cc1OC returned CYP2C9 act 0.8, PLK1 PBD inh -5, Rev-RRE block 4, CYP2C9 inh 19, PTPN22 act 5, PLK1 kinase inh -5, Candida biofilm 2, PTPN22 inh 2 -1 and EphB4 antag -2.
Cc1ccccc1OCC(=O)Nn1c(COc2ccccc2)nc2ccccc2c1=O was read as CYP2C9 act 0, PLK1 PBD inh 8, Rev-RRE block 5, CYP2C9 inh 100*, PTPN22 act 4, PLK1 kinase inh -26, Candida biofilm -3, PTPN22 inh 2 -3 and EphB4 antag 1.
Screening Fc1cccc(-n2c(-c3ccco3)nc3nc4ccccc4nc32)c1 returned CYP2C9 act 1, PLK1 PBD inh 11, Rev-RRE block 7, CYP2C9 inh 0, PTPN22 act 0, PLK1 kinase inh 12, Candida biofilm 5, PTPN22 inh 2 -2 and EphB4 antag -4.
`Cc1sc(NC(=O)c2oc3ccccc3c2C)c(C#N)c1C` gave CYP2C9 act 1.1, PLK1 PBD inh -8, Rev-RRE block 14, CYP2C9 inh -12, PTPN22 act -3, PLK1 kinase inh -24, Candida biofilm -5, PTPN22 inh 2 3 and EphB4 antag 5.
For CC(=O)NCCOc1ccc2oc3ccccc3c2c1 the results were CYP2C9 act 0.9, PLK1 PBD inh -1, Rev-RRE block 5, CYP2C9 inh 8, PTPN22 act 7, PLK1 kinase inh -10, Candida biofilm 6, PTPN22 inh 2 -10 and EphB4 antag 1.
Screening COc1ccc(-c2nnc(SCC(=O)/C(C#N)=C(\C)N)o2)cc1 returned CYP2C9 act 0.6, PLK1 PBD inh 0, Rev-RRE block 9, CYP2C9 inh 41, PTPN22 act -8, PLK1 kinase inh -11, Candida biofilm 6, PTPN22 inh 2 4 and EphB4 antag 9.
`CC1CC(C)CN(C/C=C/c2ccccc2[N+](=O)[O-])C1` (stereo not drawn) gave CYP2C9 act 0.9, PLK1 PBD inh 21, Rev-RRE block 6, CYP2C9 inh 10, PTPN22 act -7, PLK1 kinase inh -13, PTPN22 inh 2 10 and EphB4 antag -3.
`CCn1c(O)c(N=NC2=NC(=O)CS2)c2ccccc21` gave CYP2C9 act 0.6, PLK1 PBD inh -6, Rev-RRE block 5, CYP2C9 inh 37, PTPN22 act 5, PLK1 kinase inh -8, PTPN22 inh 2 -1 and EphB4 antag 0.
Screening COC(=O)c1ccc(NC(=O)C(C)Oc2ccccc2)cc1 (stereo not drawn) returned CYP2C9 act 0.2, PLK1 PBD inh -5, Rev-RRE block -1, CYP2C9 inh 84*, PTPN22 act -2, PLK1 kinase inh -4, Candida biofilm 4, PTPN22 inh 2 3 and EphB4 antag -3.
Cc1cc(C)nc(Sc2c(F)c(F)c(C(F)(F)F)c(F)c2F)n1 was read as CYP2C9 act 1, PLK1 PBD inh -8, Rev-RRE block 3, CYP2C9 inh -4, PTPN22 act -7, PLK1 kinase inh -12, Candida biofilm 5, PTPN22 inh 2 5 and EphB4 antag -9.
For NC(=S)n1[nH]c(-c2ccc([N+](=O)[O-])cc2)c(N=Nc2ccc(O)cc2)c1=O the results were CYP2C9 act 0.2, PLK1 PBD inh -12, Rev-RRE block 8, CYP2C9 inh 76*, PTPN22 act -4, PLK1 kinase inh 4, Candida biofilm 2, PTPN22 inh 2 5 and EphB4 antag -2.

Reprinted from the part before: two entries; new compounds follow.
Cc1cc(C)nc(Sc2c(F)c(F)c(C(F)(F)F)c(F)c2F)n1 was read as CYP2C9 act 1, PLK1 PBD inh -8, Rev-RRE block 3, CYP2C9 inh -4, PTPN22 act -7, PLK1 kinase inh -12, Candida biofilm 5, PTPN22 inh 2 5 and EphB4 antag -9.
For NC(=S)n1[nH]c(-c2ccc([N+](=O)[O-])cc2)c(N=Nc2ccc(O)cc2)c1=O the results were CYP2C9 act 0.2, PLK1 PBD inh -12, Rev-RRE block 8, CYP2C9 inh 76*, PTPN22 act -4, PLK1 kinase inh 4, Candida biofilm 2, PTPN22 inh 2 5 and EphB4 antag -2.
For Cc1ccc(CNC(=O)CCCn2c(=O)[nH]c3ccccc3c2=O)cc1 the results were CYP2C9 act 0.8, PLK1 PBD inh 3, Rev-RRE block 2, CYP2C9 inh 20, PTPN22 act -5, PLK1 kinase inh -6, Candida biofilm 8, PTPN22 inh 2 4 and EphB4 antag 4.
For CCCOC(=O)c1ccc(NC(=O)c2cc(OC)c(OC)c(OC)c2Br)cc1 the results were CYP2C9 act 0.3, PLK1 PBD inh 10, Rev-RRE block 6, CYP2C9 inh 65*, PTPN22 act -4, PLK1 kinase inh -9, PTPN22 inh 2 9 and EphB4 antag 3.
Screening O=C(NCc1cn2ccsc2n1)c1cccc(C(F)(F)F)c1 returned CYP2C9 act 1.3, PLK1 PBD inh -3, Rev-RRE block 2, CYP2C9 inh -26, PTPN22 act -6, PLK1 kinase inh -2, Candida biofilm 0, PTPN22 inh 2 4 and EphB4 antag 3.
COC(=O)c1ccc(CSc2nc3scc(-c4cccs4)c3c(=O)[nH]2)o1 was read as CYP2C9 act 0.4, PLK1 PBD inh 5, Rev-RRE block 8, CYP2C9 inh 57*, PTPN22 act -8, PLK1 kinase inh -9, Candida biofilm 5, PTPN22 inh 2 7 and EphB4 antag -3.
Screening COc1ccc(C2C(=O)c3ccccc3C2=O)c(OC)c1 returned CYP2C9 act 0.8, PLK1 PBD inh 16, Rev-RRE block 0, CYP2C9 inh 23, PTPN22 act 5, PLK1 kinase inh -13, PTPN22 inh 2 -6 and EphB4 antag 5.
`Cc1cc(C)nc(N2CCC(C(=O)Nc3nnc(C)s3)CC2)n1` gave CYP2C9 act 0.7, PLK1 PBD inh -12, Rev-RRE block 5, CYP2C9 inh 27, PTPN22 act -1, PLK1 kinase inh -8, Candida biofilm 7, PTPN22 inh 2 -2 and EphB4 antag 7.
CCc1ccc(N2CC(C)Cn3c2nc2c3c(=O)n(CCN3CCOCC3)c(=O)n2C)cc1 (stereo not drawn) was read as CYP2C9 act 1, PLK1 PBD inh -19, Rev-RRE block 7, CYP2C9 inh 1, PTPN22 act 6, PLK1 kinase inh -7, Candida biofilm 6, PTPN22 inh 2 -7 and EphB4 antag 2.
`O=S(=O)(c1cc(Cl)ccc1Cl)N1CCCCC1` gave CYP2C9 act 3.3*, PLK1 PBD inh -25, Rev-RRE block 4, CYP2C9 inh -229, PTPN22 act -4, PLK1 kinase inh -9, Candida biofilm -4, PTPN22 inh 2 2 and EphB4 antag 4.
`Cn1c(N2CCOCC2)nc(-c2ccccc2)c1-c1ccccc1` gave CYP2C9 act 2*, PLK1 PBD inh 8, Rev-RRE block 3, CYP2C9 inh -98, PTPN22 act 16, PLK1 kinase inh -6, PTPN22 inh 2 -16 and EphB4 antag 0.
For COc1ccc(S(=O)(=O)N(Cc2cc3ccc(OC)cc3[nH]c2=O)CC2COCCO2)cc1 (stereo not drawn) the results were CYP2C9 act 0.3, PLK1 PBD inh 15, Rev-RRE block -1, CYP2C9 inh 75*, PTPN22 act 8, PLK1 kinase inh -16, Candida biofilm 5, PTPN22 inh 2 -8 and EphB4 antag 11.
For CCOC(=O)c1cnc(-n2nc(C)cc2C)nc1Nc1cccc(C(C)=O)c1 the results were PLK1 PBD inh -1, Rev-RRE block -3, PTPN22 act -2, PLK1 kinase inh -6, Candida biofilm 4, PTPN22 inh 2 5 and EphB4 antag 0.
For CCn1c(-c2csc(-c3ccccc3)n2)n[nH]c1=S the results were CYP2C9 act 0.9, PLK1 PBD inh -21, Rev-RRE block 0, CYP2C9 inh 6, PTPN22 act 12, PLK1 kinase inh -6, Candida biofilm 1, PTPN22 inh 2 -15 and EphB4 antag -2.
Clc1ccc(-c2nnc(NC3=NCCCCC3)o2)cc1 was read as CYP2C9 act 1, PLK1 PBD inh -11, Rev-RRE block 4, CYP2C9 inh 3, PTPN22 act 3, PLK1 kinase inh 4, Candida biofilm 5, PTPN22 inh 2 -4 and EphB4 antag 4.
For CCN(CC)S(=O)(=O)c1ccc(C(=O)Nc2nnc(C(C)C)s2)cc1 the results were CYP2C9 act 0.8, PLK1 PBD inh -20, Rev-RRE block 11, CYP2C9 inh 19, PTPN22 act 10, PLK1 kinase inh 1, Candida biofilm 8, PTPN22 inh 2 -14 and EphB4 antag 7.
Screening O=C(Cn1cnc2ccccc21)NCCCN1CCOCC1 returned CYP2C9 act 1, PLK1 PBD inh 2, Rev-RRE block 8, CYP2C9 inh -4, PTPN22 act -4, PLK1 kinase inh -6, Candida biofilm 9, PTPN22 inh 2 7 and EphB4 antag 6.
Screening COc1nnc(-c2ccc(N3CCOCC3)c(NC(C)=O)c2)c2ccccc12 returned CYP2C9 act 0.6, PLK1 PBD inh 3, Rev-RRE block 1, CYP2C9 inh 36, PTPN22 act 11, PLK1 kinase inh -4, Candida biofilm 4, PTPN22 inh 2 -13 and EphB4 antag 2.
Screening CCOC(=O)c1c(-c2ccccc2)oc2ccc(O)c(CN3CCOCC3)c12 returned CYP2C9 act 0.5, PLK1 PBD inh -2, Rev-RRE block 5, CYP2C9 inh 48, PTPN22 act 2, PLK1 kinase inh -6, Candida biofilm 6, PTPN22 inh 2 -6 and EphB4 antag 4.
Screening CCS(=O)(=O)n1nc(-c2ccco2)nc1SC returned CYP2C9 act 0.6, PLK1 PBD inh -16, Rev-RRE block 6, CYP2C9 inh 37, PTPN22 act 14, PLK1 kinase inh 5, Candida biofilm 7, PTPN22 inh 2 -13 and EphB4 antag -3.
For Cc1cc2c(c(=O)n1Cc1ccc3c(c1)OCO3)C(c1cccnc1)C(C#N)=C(N)O2 (stereo not drawn) the results were CYP2C9 act 0.5, PLK1 PBD inh -2, Rev-RRE block -4, CYP2C9 inh 52*, PTPN22 act 19, PLK1 kinase inh 5, Candida biofilm 5, PTPN22 inh 2 -22 and EphB4 antag -18.
For C=CCn1c(SCC(=O)Nc2ccc(C)cc2C)nnc1-c1cccnc1 the results were CYP2C9 act 0.1, PLK1 PBD inh 14, Rev-RRE block -1, CYP2C9 inh 87*, PTPN22 act -1, PLK1 kinase inh -6, Candida biofilm 11, PTPN22 inh 2 5 and EphB4 antag -2.
`CCn1c(SCC(=O)c2ccc(Cl)cc2)nnc1-c1ccoc1C` gave CYP2C9 act 0.7, PLK1 PBD inh 12, Rev-RRE block 5, CYP2C9 inh 26, PTPN22 act -6, PLK1 kinase inh -10, Candida biofilm 5, PTPN22 inh 2 4 and EphB4 antag -3.
Screening Clc1ccc(-c2cc3ccccc3[nH]2)cc1 returned CYP2C9 act 0.6, PLK1 PBD inh -23, Rev-RRE block 5, CYP2C9 inh 42, PTPN22 act 2, PLK1 kinase inh -1, PTPN22 inh 2 0 and EphB4 antag -3.
`O=C(O)CCSc1nc(C(F)(F)F)cc(=O)n1-c1ccccc1` gave CYP2C9 act 0.9, PLK1 PBD inh -29, Rev-RRE block 9, CYP2C9 inh 12, PTPN22 act -5, PLK1 kinase inh -11, PTPN22 inh 2 8 and EphB4 antag 1.
